Screening results deposited in PubChem by National Center for Advancing Translational Sciences (NCATS).
12-LOX inh – inhibitors of human 12S-lipoxygenase ALOX12; P18054; purified 12hLO, xylenol orange hydroperoxide absorbance; Potency, µM (top dose mostly 108 µM), for the others: at the top dose activity change, negative = inhibition, usual class: inhibitors; hit rate 1.1% among 580,000; active means well fitted inhibition curve with a large enough effect; inconclusive means small, poorly fitted or top-dose-only effect, or another doubt; inactive means no such curve, though single readings can be large or run the other way
Target sequence (P18054 whole entry, looked up): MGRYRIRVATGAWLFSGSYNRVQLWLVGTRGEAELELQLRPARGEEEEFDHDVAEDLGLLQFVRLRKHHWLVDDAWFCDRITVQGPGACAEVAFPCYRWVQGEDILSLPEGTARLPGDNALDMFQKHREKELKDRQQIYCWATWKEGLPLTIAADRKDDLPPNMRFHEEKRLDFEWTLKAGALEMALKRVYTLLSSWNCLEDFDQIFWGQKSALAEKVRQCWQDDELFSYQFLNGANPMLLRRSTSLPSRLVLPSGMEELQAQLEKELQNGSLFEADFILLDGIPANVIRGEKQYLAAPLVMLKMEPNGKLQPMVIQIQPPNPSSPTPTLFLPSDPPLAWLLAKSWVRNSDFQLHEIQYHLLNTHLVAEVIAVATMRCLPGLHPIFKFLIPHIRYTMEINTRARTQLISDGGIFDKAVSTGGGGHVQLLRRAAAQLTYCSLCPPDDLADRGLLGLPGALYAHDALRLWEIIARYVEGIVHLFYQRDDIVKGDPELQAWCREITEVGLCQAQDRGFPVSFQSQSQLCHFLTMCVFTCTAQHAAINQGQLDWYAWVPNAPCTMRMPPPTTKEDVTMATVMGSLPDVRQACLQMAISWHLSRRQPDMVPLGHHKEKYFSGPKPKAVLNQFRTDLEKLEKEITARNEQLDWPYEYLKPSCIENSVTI
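Purified human 12hLO at 150 nM in 25 mM Hepes, 0.01% Triton X-100, pH 7.0, preincubated 15 min at room temperature with compound. Reaction started with 40 uM arachidonic acid, 30 min at room temperature. Hydroperoxide measured by Fe-xylenol orange, 573/405 nm absorbance ratio.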
* hit, by the source's call; u = inconclusive; [ ] = another dose, or the depositor's remark. On the % scale 0 is the no-effect control and ±100 the full control effect; potency means the concentration at half of the fitted maximal effect. These rows are one share of the data; count on the stated rates, not on these rows.

SMILES	12-LOX inh
CCOc1ccccc1C(=O)N1CCCN(c2cc(-c3ccc(F)cc3)[nH]n2)CC1	-2%
CCc1ccc(CCC(=O)Nc2cccc3cccnc23)cc1	28%
COc1nccc(N2CCC(CC(=O)N3CCN(C4CCCCC4)CC3)CC2)n1	44%[activator]
COc1ccc(C(=O)C(C)OC(=O)c2ccc(OCC3CCCO3)cc2)cc1 (stereo not drawn)	-5%
O=C(O)CC12CC3CC(C1)CC(CC(=O)O)(C3)C2	-18%
O=C(NC1CCCCC1)C1CC=CCC1c1nc2ccccc2s1 (stereo not drawn)	u
CC1CCCCC1NC(=O)c1ccc2ccccc2n1 (stereo not drawn)	21%
N#Cc1c(NC(=O)CCn2nnc(-c3cccc(Cl)c3)n2)sc2c1CCCC2	u
COc1ccccc1-c1cncnc1-n1ccnc1	25µM*
COc1ccc(-n2nnnc2C(C)(C)N2CCOCC2)cc1	-2%
COc1ccccc1-c1cc(C(=O)O)c2cc(C)cc(C)c2n1	28µM*
COc1ccc(C(=O)N[C@@H]2CN(C(=O)NC(C)C)CCC[C@H]2O)cc1	u
O=C1NCc2ccccc2CC12CCN(Cc1ccc3ccccc3n1)CC2	-2%[6.33 µM]
Cc1nc(C)c(C(=O)NCc2cccs2)s1	18%
CCCn1nc(C(=O)Nc2ccc(OCC(=O)N(C)C)cc2)c2ccccc2c1=O	18%
COc1ccc(CNC(=O)C2CC(=O)N(c3n[nH]c4cccc(F)c34)C2)cc1 (stereo not drawn)	15%
COc1cc2c(cc1OC)C(CNC(=O)Cc1ccccc1)N(C(=O)Nc1ccccc1F)CC2 (stereo not drawn)	-6%
CN1CCC2(CCC1=O)CN(S(=O)(=O)c1cn(C)cn1)CCN2C (stereo not drawn)	u
Cc1ccc(-c2cccc(CN3CCCC(c4nc5ccc(F)cc5c(=O)[nH]4)C3)c2)c(C)c1 (stereo not drawn)	u
O=C(NCC1(c2ccc(F)cc2)CC1)C1CCN(C(=O)CCc2ccccc2)CC1	4%
COc1cc(C(=O)COC(=O)COc2ccc(Cl)cc2)cc(OC)c1OC	-13%
O=C(NC1CCCCC1)c1ccccc1NC(=O)C1CCN(S(=O)(=O)Cc2ccccc2)CC1	7%
CC(C(=O)NC(=O)NC12CC3CC(CC(C3)C1)C2)n1cnc2c1c(=O)n(C)c(=O)n2C (stereo not drawn)	7%
O=C(Cc1ccccc1)NCC1CN(Cc2ccc3[nH]ccc3c2)CC12CN(c1ccccc1)C2 (stereo not drawn)	-28%
O=C(Cn1nc2c(cc1=O)CCCCC2)NCc1nc2ccccc2[nH]1	35%[activator]
O=C(NC1CCCCC1)N1CCC(Cc2nc(-c3ccccc3)n[nH]2)C1 (stereo not drawn)	19%
Cc1ccc(-c2ncc(C(=O)Nc3ccccc3)c(-c3ccncc3)n2)cc1	1%
O=C(CC[C@H]1NC(=O)c2ccccc2NC1=O)Nc1nc(-c2cccnc2)cs1	-26%
COc1ccc(CN2CCCC(c3cc(=O)[nH]c(C)n3)C2)c(OC)c1C (stereo not drawn)	22%
CC(NC(=O)CSc1nnc(-c2ccccc2)o1)c1ccc2c(c1)CCCC2 (stereo not drawn)	u

For reference, some entries already given:
SMILES	12-LOX inh
CC1CCCCC1NC(=O)c1ccc2ccccc2n1 (stereo not drawn)	21%
N#Cc1c(NC(=O)CCn2nnc(-c3cccc(Cl)c3)n2)sc2c1CCCC2	u
COc1ccccc1-c1cncnc1-n1ccnc1	25µM*
COc1ccc(-n2nnnc2C(C)(C)N2CCOCC2)cc1	-2%
COc1ccccc1-c1cc(C(=O)O)c2cc(C)cc(C)c2n1	28µM*
COc1ccc(C(=O)N[C@@H]2CN(C(=O)NC(C)C)CCC[C@H]2O)cc1	u
O=C1NCc2ccccc2CC12CCN(Cc1ccc3ccccc3n1)CC2	-2%[6.33 µM]
Cc1nc(C)c(C(=O)NCc2cccs2)s1	18%
CCCn1nc(C(=O)Nc2ccc(OCC(=O)N(C)C)cc2)c2ccccc2c1=O	18%
COc1ccc(CNC(=O)C2CC(=O)N(c3n[nH]c4cccc(F)c34)C2)cc1 (stereo not drawn)	15%
COc1cc2c(cc1OC)C(CNC(=O)Cc1ccccc1)N(C(=O)Nc1ccccc1F)CC2 (stereo not drawn)	-6%
CN1CCC2(CCC1=O)CN(S(=O)(=O)c1cn(C)cn1)CCN2C (stereo not drawn)	u
Cc1ccc(-c2cccc(CN3CCCC(c4nc5ccc(F)cc5c(=O)[nH]4)C3)c2)c(C)c1 (stereo not drawn)	u
O=C(NCC1(c2ccc(F)cc2)CC1)C1CCN(C(=O)CCc2ccccc2)CC1	4%
COc1cc(C(=O)COC(=O)COc2ccc(Cl)cc2)cc(OC)c1OC	-13%
O=C(NC1CCCCC1)c1ccccc1NC(=O)C1CCN(S(=O)(=O)Cc2ccccc2)CC1	7%

(list continues)
SMILES	12-LOX inh
CCn1ncc(N2CCCC(CC(=O)N3CCCCC3)C2)cc1=O (stereo not drawn)	7%
CC(NC(=O)CSc1ncc(-c2ccccc2)o1)C1CC1 (stereo not drawn)	4%
c1nc(NC2CCNCC2)c2cc(-c3ccc4c(c3)OCO4)ccc2n1	u
COc1ccc(C(=O)N[C@@H]2CCC[C@@H]2C(=O)NCCCN(C)C)cn1	19%
O=C(CCc1cc(Cl)no1)N1CCCC(c2nc(C3CCOCC3)no2)C1 (stereo not drawn)	38%[activator]
Cc1ccc(CNC(=O)c2cc3cn(C(C)C)cc3s2)o1	u
CCN(CC(=O)NC)S(=O)(=O)c1cccc2cc(C)cnc12	-16%
CN(C(=O)CN1C(=O)C(c2ccccc2)=NC12CCCC2)c1ccccc1	36%[activator]
CN1C(=O)CCC2(CNC(=O)c3ccccc3)CCCC=C12 (stereo not drawn)	12%
O=C(NCc1ccc2c(c1)OCO2)C1COC2(CCCCC2)N1C(=O)Cc1cccs1 (stereo not drawn)	-8%
COc1ccccc1CNC(=O)CN1CCC(O)(c2ccc(F)cc2)CC1	2%
COc1ccc(N2CC3CCC(C2)N3Cc2ccc(NC(C)=O)cc2)cc1	2%[6.33 µM]
CSc1ccc(/C=C2/C(=O)c3ccccc3OC2c2ccccc2)cc1 (stereo not drawn)	u
O=C(CCc1ccccc1)Nc1ccc(Cl)c(C(F)(F)F)c1	-15%
O=C(CC1C(=O)NCCN1Cc1ccc(-c2ccccc2)cc1)NC(CO)CO (stereo not drawn)	12%
O=C(Nc1ccccc1)c1cnc2n1CCN(Cc1cccc(O)c1)CC2	51%[activator][176 µM]
N#Cc1cccc(NC(=O)N[C@H]2[C@H](O)[C@@H](N3CCC(Cc4ccccc4)CC3)[C@@H]3OC[C@H]2O3)c1	45µM*
O=C(N[C@H](C(=O)N1CCC[C@H]1C(=O)NC1CCCC1)c1ccccc1)c1ccc(Cl)cc1Cl	2%
COC(=O)C1=C(N)Oc2n[nH]c(-c3ccccc3)c2C12C(=O)N(Cc1cccc(F)c1)c1ccccc12 (stereo not drawn)	u
Cc1ccc(C(=O)N2C[C@@H](F)C[C@H]2C(=O)N2CCOCC2)cc1	49%[activator]
CC(=O)Nc1ccc(NC(=O)c2csc(NCC(C)C)n2)cc1	42%[activator]
Cc1ccc(C)c(Nc2nc(-c3ccccc3)cs2)c1	-16%
COc1ccc(CC(=O)N[C@@H]2CN(C)C[C@H]2CN(C)C)cc1	58%[activator]
CCCNC(=O)N1CCOC[C@H](Oc2cccnc2)C1	11%[176 µM]
CCNC(=O)C(C)NC(=O)CCc1nc(-c2ccccc2)c(-c2ccccc2)o1 (stereo not drawn)	-6%
C[C@H](O)c1onc(-c2ccccc2)c1C(=O)N1CCOCC1	48%[activator][176 µM]
CC(C)NC(=O)C[C@@H]1C[C@H]2O[C@H](CNC3CCCC3)[C@@H](O)[C@H]2O1	u
Fc1ccc(CN2CCOC[C@H]2c2ncc(-c3ccc(F)cc3)[nH]2)cc1	-8%[176 µM]
CC(C)CN(CC(C)C)C(=O)COC(=O)c1cc(=O)[nH]c2ccccc12	21%
CC(Cc1cccs1)N(Cc1ccccc1)C(=O)c1cc(S(=O)(=O)N(C)C)ccc1Cl (stereo not drawn)	11%
CCC(=O)N1CCN(c2nc3c(s2)CC(C(=O)NCc2ccc(F)cc2)CC3)CC1 (stereo not drawn)	-1%
COc1ccc2c(CN(C)CCOc3cccc(Cl)c3)cc(=O)oc2c1	u
CCN(c1ccccc1)S(=O)(=O)c1ccc(C(=O)NC2CC(C)(C)NC(C)(C)C2)cc1	69%[activator]
O=C(NCc1ccc(Cl)cc1Cl)C1CCN(c2ncnc3nc[nH]c23)CC1	-1%
Cc1nc(-c2ccc(S(=O)(=O)Nc3ccccc3Cl)cc2)co1	2%
Cc1nc(N2CCN(C(=O)c3ccc(C)c(F)c3)CC2)cc(C(F)(F)F)n1	4%
Cc1nc2nc(SCC(=O)NC3CCCC3)nn2c(C)c1Cc1cccc(Cl)c1	5%
Cc1cc(C)c(S(=O)(=O)N2CC(c3nc(-c4ccncc4)no3)C2)c(C)c1	37%[activator]
Cc1ccc(C#N)c(-c2cc(NCc3cccnc3)nc3[nH]ccc23)n1	58%[activator]
CC(=O)N1CCC([C@@H]2CN(C(=O)COc3ccccc3)C[C@H]2CO)CC1	54%[activator]
O=C(c1ccc(F)cc1)N1CCC(c2nn(-c3ccc(F)cc3)c(=O)[nH]2)CC1	21%
CN1c2cc(C(=O)NC3CCCCC3)ccc2C(=O)N2CCCCCC21 (stereo not drawn)	23%
S=C(NCCCCCNC(=S)Nc1cccc(Cl)c1)Nc1cccc(Cl)c1	u
CCc1ccc(C(=O)N2CCN(C3(CC)CCN(C(=O)NC)C3)CC2)cc1 (stereo not drawn)	57%[activator]
CCOC(=O)C1CCN(C(=O)CC2CCN(c3ccnc(OC)n3)CC2)CC1	1%
COc1ccc(NC(=O)c2nc(-c3ccccc3)n(-c3ccc(F)cc3)n2)c(OC)c1	18%
Cc1noc(C)c1S(=O)(=O)N1CCC2(CC1)N(CC1CC1)C(=O)CS2=O (stereo not drawn)	30%
O=C(NC[C@H]1O[C@@H](CC(=O)N2CCN(c3ccc(F)cc3)CC2)[C@H](O)[C@@H]1O)c1ccc(F)c(Cl)c1	1%
O=C(Nc1cccc(Cl)c1)N1CCN(Cc2nc3cc(C(=O)N4CCCCC4)ccc3o2)CC1	-2%
C=CCN(CC=C)C(=O)Nc1ccc(C(C)=O)cc1	-5%
Cc1ccccc1C(C)Nc1ccc([N+](=O)[O-])cc1C#N (stereo not drawn)	u
N#C/C(=C\C1CC=CCC1)C(=O)NCc1ccccc1 (stereo not drawn)	-88%
CN1C(=O)c2ccc(NC(=O)Cn3nc4c(cc3=O)CCCC4)cc2C1=O	35%[activator]
CC(=C/c1ccccc1)/C=N/Nc1ccc(Cl)cc1	22%
COc1cccc(CNC(=O)Nc2cccc(-c3nnc(Cc4ccc5c(c4)OCO5)o3)c2)c1	-10%
COc1ccc(CNC[C@H]2COCc3nc4cc(C(F)(F)F)ccc4n32)cn1	19%[176 µM]
CCNC(=O)N1CCC(Cc2ncc(C)n2C2CC2)C1 (stereo not drawn)	7%
CCOC(=O)/C=C/c1ccccc1	-3%[176 µM]
O=C(COc1ccccc1)Nc1cccc2cccnc12	2%
Cc1ccc(CNC(=O)Nn2cnc3ccccc32)cc1	-17%
Continued.
SMILES	12-LOX inh
CC(Cl)C(=O)Nc1ccc(C(N)=O)cc1 (stereo not drawn)	20%
CS(=O)(=O)N1CCC(Nc2nc3ccccc3o2)CC1	u
CCCCN(C)Cc1ccccc1OC	u
CCN(CC)CCNC(=O)c1ccc2nc(-c3ccccc3)c(-c3ccc(CN4CCC(n5c(=O)[nH]c6ccccc65)CC4)cc3)nc2c1	u
CCn1ccc2cc(S(=O)(=O)N3CCC(C(=O)NCC4CCCO4)CC3)ccc21 (stereo not drawn)	33%[activator]
CCC(=O)N1CCOc2ccc(CN3CCc4ccccc4C3)cc2C1	126%[activator]
Cc1ccc(-c2cc(C(=O)NCC(=O)N(C)C)c3ccccc3n2)cc1	1%
CCc1ccc(C(=O)N2C[C@@H](CO)[C@H](c3nc(CCOC)no3)C2)cc1	55%[activator]
Cc1ccc(C(=O)c2c(C)c(C)cc(C)c2C)cc1	-1%
CCc1nc2c(c(-c3ccc(Cl)cc3)n1)CN(C(C)=O)CC2	2%[176 µM]
C[C@H]1[C@@H]2[C@@H](O)C([C@H](C)C(=O)NCCN3CCOCC3)CC[C@@]2(C)CC[C@@H]1NC(=O)c1cncnc1 (stereo partly drawn)	-4%
O=C(NCc1cccnc1)c1ccc(/C=C/c2ccc3ccccc3n2)cc1	20%
COc1ccccc1C1CN(Cc2cn(C)nc2C)Cc2ccccc2O1 (stereo not drawn)	16%
O=C(COC(=O)c1cc2ccccc2oc1=O)c1ccccc1	6%
COc1cccc(Oc2coc3cc(OC(=O)c4ccco4)ccc3c2=O)c1	-4%
Cc1c(CC(=O)NC2CC2)c2c(n1Cc1ccc(F)cc1)CCCC2=O	35%
Cc1cccc(C)c1NS(=O)(=O)c1cccc(C(F)(F)F)c1	u
O=C(c1ccccc1)N1CC2ON=C(c3c(F)cccc3Cl)C2C1 (stereo not drawn)	15%
Cc1ccc(C(=O)NC2CCCc3ccccc32)s1 (stereo not drawn)	-4%
COCCOC(=O)c1oc2c(c1C)C(=O)CC(c1ccco1)C2 (stereo not drawn)	-26%
O=C1CSc2ccc(C(=O)NCCc3ccccc3)cc2N1	u
CN(C)CCC1(c2ccc(Cl)cc2)Cc2ccccc2C(=O)O1 (stereo not drawn)	73%[activator]
CC(=O)Nc1ccc(S(=O)(=O)N[C@H]2C[C@@H](c3nc(C)no3)N(C)C2)cc1	3%[176 µM]
Cc1cccc(CC(=O)N2C[C@@H](F)C[C@H]2C(=O)N2CCCCC2)c1	24%
O=C1CCCCC(CNC(=O)c2nccc3ccccc23)N1 (stereo not drawn)	6%
O=C(/C=C/Nc1ccccc1C(F)(F)F)c1ccc(Br)cc1	-8%
CC(C)CCO	2%
CC(=O)Oc1c2ccccc2c(OC(C)=O)c2ccccc12	-1%
